# Source: PubChem BioAssay
# ELG1 genotoxic: genotoxicity induction in ELG1-luciferase HEK293T cells | Potency, µM (series often up to 46 µM), without a hit: at the highest dose activity change, positive = activation, usual class: activators | hit rate 1.3% among 330,000 | HEK293T ELG1-luciferase reporter, luminescence, 16 h; note: potency is the fitted concentration of half-maximal effect; % of control where 0% means no effect; nearly all actives have a fitted effect of over 60% in size
#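 Step 1: seed 2,000 HEK293T ELG1-luciferase cells per well. Step 2: add compound or DMSO, incubate 16 hr at 37 °C. Step 3: ONE-Glo, 30 min at room temperature, read luminescence.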
# NPC1 promoter act: NPC1 promoter activation. Huh7 NPC1 promoter luciferase reporter, 24 h. Potency, µM (titrated, usually from 9.22 µM), without a hit: top-dose activation, hits mostly activators. hit rate 2.4% among 320,000. AID 485313;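 note: potency is the fitted concentration of half-maximal effect; % of control where 0% means no effect; nearly all actives have a fitted effect of over 60% in size; reporter is driven by a mutant NPC1 promoter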
#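 Readout is luciferase luminescence, reflecting NPC1 promoter activation in stably transfected Huh7 cells after 24 h compound exposure at 37 °C in reduced-serum medium with 10% FBS.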
# BRCA1 expr act: increases BRCA1 expression | Potency, µM (titrated, usually from 46.1 µM), for inactives: top-dose activation, usual class: activators | hit rate 1.1% among 380,000 | MCF7-BRCA1-FFLuc reporter, luminescence, 48 h; response scale: scaled: vehicle 0%, 10 µM genistein 100% | AID 624202; note: potency is the fitted concentration of half-maximal effect; nearly all actives have a fitted effect of over 80% in size; some results filed as inactive show a strong effect at the top dose
#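 Activators of BRCA1 expression were detected as increased firefly luciferase luminescence in engineered MCF7 cells after 48 h compound incubation. Signals were scaled to genistein 10 microM as full activation.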
# RORg inh: inhibitors of mouse ROR gamma transcriptional activity | AID 2551 | Potency, µM (titrated, usually from 53.6 µM), without a hit: at the highest dose activity change, negative = inhibition, most hits filed as inhibitors | P51450 | hit rate 5.4% among 310,000 | Drosophila S2 Gal4-RORgamma UAS-luciferase reporter, 20 h; note: potency is the fitted concentration of half-maximal effect; % is set by controls: 0 for no effect and ±100 for the full control effect; nearly all actives have a fitted effect of over 60% in size
# Target sequence (P51450 whole entry, looked up, the tested form may be a part): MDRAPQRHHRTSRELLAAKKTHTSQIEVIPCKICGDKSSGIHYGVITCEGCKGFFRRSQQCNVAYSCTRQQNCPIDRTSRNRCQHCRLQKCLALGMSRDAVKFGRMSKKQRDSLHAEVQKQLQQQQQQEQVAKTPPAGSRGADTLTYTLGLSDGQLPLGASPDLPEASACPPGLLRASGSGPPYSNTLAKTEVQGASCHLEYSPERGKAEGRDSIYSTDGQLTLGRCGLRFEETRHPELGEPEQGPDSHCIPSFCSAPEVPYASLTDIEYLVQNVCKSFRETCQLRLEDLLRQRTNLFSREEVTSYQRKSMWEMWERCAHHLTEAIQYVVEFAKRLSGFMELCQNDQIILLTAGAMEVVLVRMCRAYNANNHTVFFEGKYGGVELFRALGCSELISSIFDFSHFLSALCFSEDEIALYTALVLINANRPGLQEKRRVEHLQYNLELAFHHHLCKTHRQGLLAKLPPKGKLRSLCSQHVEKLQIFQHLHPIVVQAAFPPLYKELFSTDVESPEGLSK
#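 Luminescence from a UAS-regulated Photinus luciferase reporter in stably transfected Drosophila Schneider cells is measured; decreased signal marks ROR gamma inhibition. Fusion expression is induced by 700 uM copper sulfate for 20 hr.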
# VP16 counter: Gal4-VP16 reporter inhibition counter-screen; hit rate 3.5% among 310,000; Potency, µM (series often up to 53.6 µM), for inactives: at the highest dose activity, negative = inhibition, hits mostly inhibitors; AID 2546; Drosophila S2 Gal4-VP16 UAS-luciferase, luminescence, 20 h;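 note: Gal4-VP16 expression switched on by copper sulfate through the metallothionein promoter; potency is the fitted concentration of half-maximal effect; % is set by controls: 0 for no effect and ±100 for the full control effect; nearly all actives have a fitted effect of over 50% in size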
# FLuc modulator: firefly luciferase modulation, counter-screen for miR-21 project; Potency, µM (top dose mostly 57.5 µM), without a hit: at the highest dose activity change, negative = inhibition, most hits filed as inhibitors; hit rate 6.9% among 360,000; purified FLuc, Km substrates, luminescence inhibition;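 note: potency is the fitted concentration of half-maximal effect; plate controls were vehicle for no effect and reference inhibitor for full effect; nearly all actives have a fitted effect of over 55% in size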
# Target sequence (P08659 whole entry, looked up): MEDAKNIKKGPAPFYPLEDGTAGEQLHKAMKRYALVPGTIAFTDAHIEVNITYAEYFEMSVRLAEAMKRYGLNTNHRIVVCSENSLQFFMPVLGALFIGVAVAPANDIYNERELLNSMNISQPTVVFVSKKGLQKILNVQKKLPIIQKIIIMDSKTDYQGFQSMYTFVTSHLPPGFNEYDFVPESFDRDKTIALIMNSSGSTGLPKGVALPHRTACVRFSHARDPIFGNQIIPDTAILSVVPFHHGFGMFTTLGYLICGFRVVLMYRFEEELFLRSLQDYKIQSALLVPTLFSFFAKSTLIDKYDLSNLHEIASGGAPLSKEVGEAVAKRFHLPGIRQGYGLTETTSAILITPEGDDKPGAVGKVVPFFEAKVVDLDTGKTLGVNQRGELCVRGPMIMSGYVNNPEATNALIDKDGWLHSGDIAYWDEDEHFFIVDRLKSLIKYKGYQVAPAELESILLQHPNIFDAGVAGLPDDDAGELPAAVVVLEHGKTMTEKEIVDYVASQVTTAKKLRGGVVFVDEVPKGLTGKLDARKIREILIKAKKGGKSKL
#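 Biochemical qHTS of compounds, final roughly 60 µM downward over six points, against 10 nM purified firefly luciferase using Km concentrations of substrates (10 uM D-luciferin, 10 uM ATP) in Tris acetate pH 7.5 buffer; luminescence output.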
# Rab9 promoter act: Rab9 promoter activation. Huh7 Rab9 promoter-luciferase reporter, luminescence, 24 h. Potency, µM (series often up to 9.22 µM), for inactives: top-dose activation, negative = inhibition, usual class: activators. hit rate 2.8% among 320,000; note: potency is the fitted concentration of half-maximal effect; % of control where 0% means no effect; nearly all actives have a fitted effect of over 60% in size
#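 Quantitative HTS format; Huh7 Rab9-luciferase reporter cells (1500/well) receive compound 2 h post-plating, incubate 24 h at 37 °C, then get luciferase reagent for 10 min before luminescence reading.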
# Tb PFK block: blocks T. brucei phosphofructokinase; Potency, µM (top dose mostly 57.5 µM), for inactives: at the highest dose activity, negative = inhibition, most hits filed as inhibitors; O15648; T. brucei PFK, ADP-Glo luminescence; AID 485367; hit rate 0.17% among 330,000;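 note: potency is the fitted concentration of half-maximal effect; 0% = uninhibited 1x PFK enzyme wells and -100% = no-enzyme wells; nearly all actives have a fitted effect of over 60% in size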
#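 Activity is normalized to no-enzyme wells (full inhibition) and 1.25 nM enzyme wells (no inhibition). Reaction: 0.5 mM F6P, 0.1 mM ATP, 45 min RT, ADP-Glo luminescence; concentration-response curves fitted and classed by quality.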
# p53 reactivation: mutant p53 re-activation in reporter cells; Potency, µM (series often up to 92.2 µM), without a hit: top-dose activity change, positive = activation, hits mostly activators; hit rate 0.063% among 320,000; H1299 p53-A138V BP100-luciferase reporter, luminescence, 24 h; AID 504706; note: potency is the fitted concentration of half-maximal effect; % of control where 0% means no effect; nearly all actives have a fitted effect of over 45% in size
#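 H1299 (p53-null), stable ts p53-A138V + BP100-Luc; 1000 cells/well, Opti-MEM/10% FBS; cpd 4 pt, 1:5; 24 h, 37 deg C, 5% CO2; detection reagent 10 min RT; luminescence.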
# TRPV1 agonist: human TRPV1 agonism; TRPV1-expressing cells, Fluo-8 calcium influx, agonist mode; activation, % at 8.33 µM; hit rate 0.19% among 320,000; AID 540275; in the data active = activation above about 80%; inconclusive = between about 30% and that limit; note: 0% is about no effect
#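 Fluo-8 calcium influx in TRPV1-expressing cells, kinetic read (ex 480/em 520 nm). Compound added and read 3 min for agonist activity, followed by capsaicin at EC20 final and 2 min further read for enhancement.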
# ELG1 repair inh: inhibitors of ELG1-dependent DNA repair in HEK293T cells; HEK293T ELG1-luciferase reporter, luminescence, 16 h; DNA damage induced by 5-fluorouridine; Potency, µM (titrated, usually from 46.1 µM), without a hit: at the top dose activity change, negative = inhibition, usual class: inhibitors; hit rate 2.3% among 330,000; note: potency is the fitted concentration of half-maximal effect; % is set by controls: 0 for no effect and ±100 for the full control effect; nearly all actives have a fitted effect of over 55% in size
#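 In this reporter screen, reduction of luminescence relative to DMSO vehicle indicated activity. Compounds and 5-fluorouridine were added together to 2,000 cells per well, incubated for 16 hr at 37 °C, then developed with ONE-Glo.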
# Starred values were filed as active, the others as inactive; u = inconclusive; x = not tested or not shown; [ ] = dose if it differs, or a comment. Unless noted, calls come from the whole dose curve; as a rule, active = well fitted curve in the direction sought with a large enough effect; inconclusive = small, poorly fitted or top-dose-only effect, or another doubt; inactive = no such curve, though single readings can be large; an effect the other way counts as inactive or inconclusive. No enrichment for hits. Share with any hit: about 15%.
SMILES,ELG1 genotoxic,NPC1 promoter act,BRCA1 expr act,RORg inh,VP16 counter,FLuc modulator,Rab9 promoter act,Tb PFK block,p53 reactivation,TRPV1 agonist,ELG1 repair inh
CC(Sc1nnnn1C)C(=O)Nc1ccc(Oc2ccccc2)cc1 (centres undefined),-2%,1%,4%,14%,-20%,-15%,-1%,-2%,1%,-8,-13%
CCOC(=O)c1c(NC(=O)CSc2nnnn2C)sc(C)c1-c1ccc(C)cc1,-5%,-1%,-76%,3%,-4%,10%,-2%,0%,9%,1,11%
Cc1cc(Br)c(NC(=O)C(C)Sc2nnnn2C)c(Br)c1 (centres undefined),0%,-7%,-1%,x,x,x,2%,11%,-23%,-4,-4%
Cc1[nH]n(C)c(=O)c1[N+](=O)[O-],1%,-3%,8%,3%,-7%,0%,-4%,0%,-3%,0,1%
O=C(Nc1cnc2sccn2c1=O)c1ccc(Cl)cc1Cl,2.6µM*,0.45µM*,-15%,18%,-2%,2.1µM*,1µM*,-6%,u,-4,u
Cc1cc(=O)[nH]c2c1c(C)nn2C1CCOC(C)(C)C1 (centres undefined),3%,-2%,13%,2%,-2%,1%,-3%,3%,1%,-2,-3%
COCCN(C(=O)CSc1nnc(-c2ccco2)n1C)c1c(N)n(CC(C)C)c(=O)[nH]c1=O,-2%,-2%,11%,x,x,-13%,-8%,0%,9%,-3,5%
COc1cccc(C2CCCN2Cc2nc(CCC(C)C)no2)c1 (centres undefined),0%,3%,4%,-26%,-16%,-2%,-1%,-1%,1%,u,3%
Cc1nc(OCC(=O)c2ccc(Cl)cc2)c(C#N)c2c1COC(C)(C)C2,-5%,-1%,-5%,-17%,-5%,0%,-16%,1%,-5%,3,u
Cc1ccc(N/N=C2\COC(C)(C)CC2=O)cc1,u,2.8µM*,2%,-29%,-15%,7.6µM*,3.2µM*,-8%,u,0,u
COc1cccc(NC(=O)CN(C)C(=O)c2ccccn2)c1,5%,x,-5%,x,x,x,x,-1%,14%,x,u
CC(=O)N1CCN(S(=O)(=O)c2cccc(C(=O)Nc3ccc4c(c3)OCO4)c2)CC1,-4%,-3%,7%,32%,20%,u,-3%,5%,-2%,6,-2%
COc1ccc(N2CCN(Cc3nc4scc(-c5cccs5)c4c(=O)[nH]3)CC2)cc1,-3%,-4%,-12%,u,-1%,-15%,1%,0%,-3%,2,u
CC1CC1C(=O)NCCc1ccc(Cl)cc1 (centres undefined),1%,5%,65%,22%,7%,-12%,11%,-5%,u,u,u
Cc1ccc(C(=O)COC(=O)CCNS(=O)(=O)c2ccccc2F)cc1,-1%,x,21%,x,x,x,x,-3%,-2%,x,0%

# Entries listed so far that bear a hit mark in Rab9 promoter act.
structure	NPC1 promoter act	BRCA1 expr act	RORg inh	Rab9 promoter act	p53 reactivation	TRPV1 agonist
O=C(Nc1cnc2sccn2c1=O)c1ccc(Cl)cc1Cl	0.45µM*	-15%	18%	1µM*	u	-4
Cc1ccc(N/N=C2\COC(C)(C)CC2=O)cc1	2.8µM*	2%	-29%	3.2µM*	u	0

# Other records:
SMILES,ELG1 genotoxic,NPC1 promoter act,BRCA1 expr act,RORg inh,VP16 counter,FLuc modulator,Rab9 promoter act,Tb PFK block,p53 reactivation,TRPV1 agonist,ELG1 repair inh
CCOC(=O)C(CC)Sc1nnc2n1C(C)(C)Cc1ccccc1-2 (centres undefined),-6%,2%,-3%,-41%,1%,-7%,-4%,-1%,6%,x,-3%
COc1ccc(NC(=S)NCC(c2cccnc2)N2CCOCC2)cc1 (centres undefined),1%,-4%,0%,-1%,9%,-2%,-1%,-3%,-2%,2,19%
Cc1ccc(S(=O)(=O)N2CCN(C(=O)c3c(C)nn(-c4ccccc4)c3Cl)CC2)cc1,-12%,2%,-41%,64%,-10%,-1%,1%,2%,-10%,20,u
COc1ccc(O)c(/C=N/NC(=O)c2ccc(N3CCCC3=O)cc2)c1,-3%,-34%[inhibitor],-40%,2.2µM*,u,-12%,-16%,u,7%,9,8%
CCn1c(=O)cc(SCC(=O)N2CCC(C)CC2)c2ccccc21,15%,-1%,-53%,-5%,11%,-17%,0%,0%[0.46 µM],-8%,u,u
CCC(C)(C)NC(=O)CN(CC1CCCO1)C(=O)CNS(=O)(=O)c1ccccc1 (centres undefined),6%,-4%,-3%,-8%,0%,0%,2%,7%,0%,-1,0%
S=C(Nc1ccc(Oc2ccccc2)cc1)NC1CCCCC1,u,-1%,-75%,2.2µM*,-4%[0.365 µM],-1%,-13%,-8%,18%,u,-11%
COc1ccc(CN2C(=O)C(O)(CC(=O)c3c(C)n[nH]c3C)c3ccccc32)cc1OC (centres undefined),4%,-4%,10%,1%,-5%,0%,-5%,-4%,-7%,0,-19%
Cn1c(=S)[nH]c2ccccc21,7%,1%,-2%,13µM*,u,4%,1%,-8%,-3%,-4,11%
O=C(Nc1cccnc1Cl)C1=NN(c2ccccc2)C(=O)CC1,18%,-2%,-1%,10%,-11%,2%,-2%,-10%,-8%,-2,-5%
O=C(O)CCC(=O)Nc1ccc(Sc2ccc([N+](=O)[O-])cc2)cc1,0%,-1%,-4%,-2%,5%,0%,-2%,-12%,-1%,-1,16%
O=C(NNC(=S)Nc1ccccc1)c1cccnc1,7%,2%,6%,x,x,-21%,13%,1%,x,-3,u
O=C(O)c1ccc(NC(=O)C2C3CCC(O3)C2C(=O)O)cc1 (centres undefined),u,1%,11%,-25%[1.91 µM],3%,0%,-11%,-3%,u,-2,u
CCN(C(=O)COC(=O)c1ccc2ccccc2c1)c1c(N)n(Cc2ccccc2)c(=O)[nH]c1=O,0%,0%,-25%,x,x,2%,-2%,3%,-32%[inhibitor],-2,-28%
Cc1cc(C(=O)Cn2nc(C(=O)O)c3ccccc3c2=O)c(C)n1-c1ccccc1,u,19%,57%,u,u,0.95µM*,u,-3%,u,4,u
C(#Cc1ccccc1)C[N+]1(CC#Cc2ccccc2)CCCC1,-9%,-3%,-48%,u,-23%,0%,-5%,0%,-13%,-2,u
O=C(CCS(=O)(=O)c1ccc(Br)s1)Nc1ccccc1Br,-2%,0%,-29%,20%,-3%,-3%,u,-2%,-4%,15,2%
O=C1C=C(c2ccccc2)CC(/C=C/c2ccccc2)C1 (centres undefined),-1%,1%,-2%,11%,0%,-1%,0%,2%,4%,u,7%
O=C(NNC(=O)c1cc(-c2cccnc2)nc2ccccc12)Nc1ccc(Cl)cc1,-8%,13%,-21%,31%,-1%,24µM*,26%,-2%,-1%,21,u
CCOC(=O)CN1C(=O)CSc2ccccc21,0%,-8%,6%,6%,2%,0%,-2%,-1%,-3%,0,-2%
COCCn1c(Cc2ccccc2)nnc1SCC(=O)N1CCCCC1C (centres undefined),3%,-1%,0%,12%,-7%,9%,2%,-2%,-7%,-3,6%
COC(=O)N/N=C(\C)c1cccs1,7%,-2%,54%,8%,-9%,4%,-5%,-4%,7%,3,u
Cc1ccc(C(=O)N/C(=C/c2ccco2)C(=O)NC2CCS(=O)(=O)C2)cc1 (centres undefined),-2%,0%,16%,6%,8%,-2%,2%,-1%,0%,-2,-1%
Cc1ccc(NC(=O)Cn2nnc3ccccc3c2=O)cc1C,2%,0%,-4%,32%,-2%,0%,16%,-3%,-1%,1,23%
CCOC(=O)CNC=C(C(=O)OCC)C(=O)OCC,0%,-1%,25%,-15%,1%,5%,-1%,-4%,5%,-4,6%
CCOC(=O)C1(Cc2ccc(Cl)cc2)CCN(C(=O)c2cc(C)nc(C)n2)CC1,0%,-3%,0%,3%,-3%,0%,-1%,1%,-4%,-2,-1%
COc1ccc(C(=O)C2CCN(CC(=O)Nc3ccc(C)cc3)CC2)cc1,-6%,-2%,-24%,u,-3%,7%,-2%,12%,-3%,-6,1%
O=C(NC1CCCC1)C1CCCN1C(=O)Nc1ccc(Cl)cc1 (centres undefined),3%,-3%,1%,-3%,1%,-2%,-1%,1%,4%,0,1%
CC(=O)c1c(C)[nH]c(C(=O)NCC2CCCCC2)c1C,14%,15%,20%,15%,10%,-13%,16%,0%,26%,8,u
C/C(=N\O)C(=O)Nc1ccccc1,0%,-4%,31%,3%,2%,1%,2%,-3%,-1%,0,-1%
COc1ccccc1OCCn1c(C(C)O)nc2ccccc21 (centres undefined),-5%,-9%,-26%,28%,6%,3%,-1%,4%,-4%,14,-3%
Cc1ccc(N(CC(=O)NC2CCCC2)C(=O)c2nsc(Cl)c2Cl)cc1,-1%,1%,-32%,11%,2%,0%,-5%,0%,-3%,26,-3%
